KCNQ1 act – potentiates or activates the human KCNQ1 potassium channel; B-score at 10 µM; hit rate 0.35% among 310,000; CHO-K1 KCNQ1, thallium flux FluxOR fluorescence; hits give high values; AID 2648;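 active means fluorescence ratio B-score, a plate-corrected score, at least three library SD, with initial intensity B-score within 5 SD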
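Assay system: stable KCNQ1 CHO-K1 line; medium: assay buffer, equal DMSO in all wells; timing: 90 min dye loading and 20 min compound exposure, both at room temperature; technique: kinetic FluxOR thallium fluorescence, 10-s 1-Hz baseline, 110-s post-stimulus read; read-out basis: B score of baseline-normalized fluorescence ratio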
KCNK9 block – human KCNK9 channel inhibition; Q9NPC2; HEK293 KCNK9, FluxOR thallium flux fluorescence; hits give low values; B-score at 10 µM; hit rate 1.2% among 310,000; AID 488922;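 active means ratio B-score over 3 SD below the library mean, with starting fluorescence within 5 SD of its mean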;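 further: negative B-score means less thallium flux so channel inhibition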
ANO1 activ – activators or potentiators of mouse TMEM16A chloride channel. HEK293 TMEM16A/YFP-H148Q/I152L, iodide quench fluorescence; hits give low values. B-score at 10 µM. Q8BHY3. hit rate 0.3% among 340,000;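 active means fluorescence-ratio B-score plate-corrected deviation score at least 3 library SD below zero, with starting fluorescence score within 5 deviations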;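 further: channel opened by trigger with iodide after compound preincubation; score built on the fluorescence ratio of max minus min over baseline; more negative score means more quench and so TMEM16A activation or potentiation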
Target sequence (Q8BHY3 whole entry, looked up): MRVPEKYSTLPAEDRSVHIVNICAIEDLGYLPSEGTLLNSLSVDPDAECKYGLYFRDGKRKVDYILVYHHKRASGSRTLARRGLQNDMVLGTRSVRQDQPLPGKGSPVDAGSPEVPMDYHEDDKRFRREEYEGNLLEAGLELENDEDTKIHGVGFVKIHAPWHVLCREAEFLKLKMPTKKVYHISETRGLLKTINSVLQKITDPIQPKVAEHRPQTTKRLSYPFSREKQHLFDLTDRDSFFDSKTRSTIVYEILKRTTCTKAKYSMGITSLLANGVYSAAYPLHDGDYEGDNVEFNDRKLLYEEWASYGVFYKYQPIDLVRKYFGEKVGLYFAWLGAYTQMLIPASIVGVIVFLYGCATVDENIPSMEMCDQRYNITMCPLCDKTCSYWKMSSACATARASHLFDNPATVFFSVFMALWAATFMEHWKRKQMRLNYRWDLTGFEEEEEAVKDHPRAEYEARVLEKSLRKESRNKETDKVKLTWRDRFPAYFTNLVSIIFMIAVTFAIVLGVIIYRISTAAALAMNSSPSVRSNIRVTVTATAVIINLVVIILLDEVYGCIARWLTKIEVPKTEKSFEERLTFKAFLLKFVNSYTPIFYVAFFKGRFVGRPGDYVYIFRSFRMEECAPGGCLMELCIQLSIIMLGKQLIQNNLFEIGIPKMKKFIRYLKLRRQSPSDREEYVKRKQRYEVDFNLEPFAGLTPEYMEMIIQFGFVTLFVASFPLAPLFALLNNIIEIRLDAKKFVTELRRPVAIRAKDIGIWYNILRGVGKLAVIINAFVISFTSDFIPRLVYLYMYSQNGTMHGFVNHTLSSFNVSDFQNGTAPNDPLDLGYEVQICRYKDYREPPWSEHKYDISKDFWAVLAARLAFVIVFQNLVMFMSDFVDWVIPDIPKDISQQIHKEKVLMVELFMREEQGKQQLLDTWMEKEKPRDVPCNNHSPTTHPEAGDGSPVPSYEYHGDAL
Dyrk1A ADPGlo – inhibitors of rat Dyrk1A kinase. ADP-Glo luminescence, NFATc1 peptide. inhibition, % at 12.5 µM. hit rate 0.43% among 310,000. AID 504441; in the data active means inhibition above about 50%;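 further: plate controls were vehicle with enzyme for no effect and no enzyme for full effect; many of its hits are not listed in these tables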
TMEM16A inh – mouse TMEM16A channel inhibition, primary screen. HEK293 TMEM16A/YFP iodide influx fluorescence, ionomycin. normalized B-score (activity score, 25-100; higher = stronger inhibition) at 10 µM. hit rate 1.2% among 310,000. AID 588511;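 active means ratio plate-corrected score three or more library SD toward inhibition, starting fluorescence score within five deviations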;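 further: score derived from kinetic fluorescence span divided by baseline fluorescence per well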
KCNQ1 inh – inhibitors of human KCNQ1 potassium channel; hit rate 1.3% among 310,000; P51787; CHO-K1 KCNQ1, FluxOR thallium flux fluorescence; hits give high values; B-score at 10 µM;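 active means compounds whose thallium flux B-score, printed positive for inhibition, exceeds three library SD while starting fluorescence stays within three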;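 further: channel opened by potassium depolarization with thallium stimulus after 20 min compound exposure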
KCNK3 inh – human KCNK3 channel inhibition, primary screen; AID 602410; hit rate 0.84% among 340,000; CHO-KCNK3 thallium flux, FluxOR fluorescence; hits give low values; B-score at 10 µM; O14649;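 active means B-score under library mean minus 4 SD, starting fluorescence ratio at most library mean plus 5 SD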;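 further: more negative B-score means stronger inhibition of thallium flux through KCNK3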
hERG rescue – compounds protecting human hERG from proarrhythmic drug block | Q12809 | CHO-hERG, FluxOR thallium flux, dofetilide IC70 present | activation (rescue from dofetilide block), less the hit threshold, % at 10 µM | hit rate 0.51% among 310,000 | AID 1511;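 active means activation above the mean of controls blocked by dofetilide plus 5 SD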;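 further: thallium influx through hERG after potassium depolarization seen as dye fluorescence rise; in these data hits start at about 4.7%; inactives centre near -7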
HDAC3 inhib – blocks human histone deacetylase 3; O15379; hit rate 0.15% among 320,000; inhibition, % at 8.3 µM; recombinant HDAC3, fluorogenic peptide/trypsin coupled, fluorescence; in the data active means inhibition above about 26%, passing the limit was not always enough; inconclusive means no clear call, values can overlap the other calls
TRPC4 potent – allosterically enhances the mouse TRPC4 cation channel. HEK293 TRPC4beta/mu-opioid, DAMGO EC20, Fluo-4 Ca2+ flux; hits give high values. B-score at 10 µM. hit rate 0.42% among 310,000. Q9QUQ5;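 active means B-score of calcium response area above 5 SD of library B-scores, with initial fluorescence ratio within 5 SD of library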;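 further: B-score of integrated fluorescence ratio over time as area under calcium response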
TRPC4 agonist – TRPC4 (mouse) channel activation; Q9QUQ5; HEK293 TRPC4beta/mu-opioid, Fluo4 calcium fluorescence; hits give high values; B-score at 10 µM; hit rate 0.49% among 310,000; AID 2237;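 active means B-score above 5 SD of library B-scores, and initial fluorescence ratio not above library mean plus 5 SD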;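 further: positive B-score marks a calcium rise read as TRPC4 activation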
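system = HEK293 cells stably co-expressing mouse TRPC4beta and mu-opioid receptor | schedule = Fluo4 dye loading 45 min at room temperature, 110 s recording | measure = B-scored integrated calcium fluorescence ratio | signal = Fluo4 calcium-sensitive dye fluorescence, kinetic, 1 Hz baseline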
* = called active by the depositor; i = inactive; ? = inconclusive; . = no result given.

Values run as follows: KCNQ1 act, KCNK9 block, ANO1 activ, Dyrk1A ADPGlo, TMEM16A inh, KCNQ1 inh, KCNK3 inh, hERG rescue, HDAC3 inhib, TRPC4 potent, TRPC4 agonist
- CCN1CCN(c2ccc([N+](=O)[O-])c(Sc3nc4ccccc4[nH]3)c2)CC1
  i, i, i, -1, i, i, i, -5, 4, i, i
- NNC(=O)COc1ccc(C(F)(F)F)cc1
  i, i, i, -3, i, i, i, -4, 16, i, i
- CCOC(=O)c1[nH]c2ccc(OC)cc2c1NC(=O)c1cccc(OC)c1
  i, i, i, ., i, i, i, -6, 6, i, i
- COc1ccc(-c2cc(C(=O)OCC(=O)c3c(N)n(C)c(=O)n(C)c3=O)c3ccccc3n2)cc1
  i, i, i, 2, i, i, i, -20, -12, i, i
- O=C(CN1CCN(C2CCCCC2)CC1)Nc1ccccc1-c1ccccc1
  i, i, i, 4, i, i, i, 0, -3, i, i
- CC(Cc1ccsc1)NC(=O)CCc1nnc(COc2ccccc2)o1 (stereo not drawn)
  i, i, i, 12, i, i, i, -13, -1, i, i
- COc1ccccc1N1CCN(C(=O)CNS(=O)(=O)c2ccc(Br)s2)CC1
  i, i, i, 0, i, i, i, -3, 2, i, i
- CCCc1cc(=O)[nH]c(SCC(=O)NCCCC(=O)OCC)n1
  i, i, i, 1, i, i, i, -7, -1, i, i
- COc1cc(CCN2C(=O)N[C@@H](c3cccc(C(F)(F)F)c3)C(C(C)=O)=C2C)cc(OC)c1OC
  i, i, ., ., i, i, ., -9, 4, i, i
- COc1ccc2nc(SCC(=O)C(C)(C)C)[nH]c2c1
  i, i, i, 21, i, i, i, -9, 2, i, i
- CC(=O)c1ccc(NC(=O)CCn2c(=O)oc3ccccc32)cc1
  i, i, i, 3, i, i, i, -10, 1, i, i
- COc1ccc(NC(=O)C2CCCN(S(=O)(=O)c3ccc4c(c3)oc(=O)n4C)C2)cc1OC (stereo not drawn)
  i, i, i, 0, i, i, i, -13, 4, i, i
- CCOc1ccc(CCNC(=O)C(CCC(N)=O)NC(=O)OCc2ccccc2)cc1OCC (stereo not drawn)
  i, i, i, -8, i, i, i, -13, 2, i, i
- CCN1CCN(c2nc(-c3ccncc3)nc3ccccc23)CC1
  i, i, ., ., i, i, ., -7, 6, i, i
- OC(COc1c(F)cc(Br)cc1F)CN1CCN(c2ccc(F)cc2)CC1 (stereo not drawn)
  i, i, i, 4, i, i, i, -7, -2, i, i
- C=CCn1cc(C(=O)NCCOC)c(=O)c2cc(S(=O)(=O)N(CC)CC)ccc21
  i, i, i, -5, i, i, i, -9, 2, i, i
- CC(C)(C)C(=O)NCCCc1nc2ccccc2n1CCCOc1ccc(Cl)cc1
  i, -7.3*, i, 12, i, i, i, -10, 11, i, i
- COc1cc(Cl)c(C)cc1NC(=O)CSc1cc(Cl)ccc1Cl
  i, -9.8*, i, ., 100*, i, i, -25, 2, i, i
- COc1ccc(NC(=S)Nc2cccc3ccccc23)cc1OC
  i, i, i, 4, i, i, i, -4, 1, i, i
- COc1ccccc1CNC(=O)COC(=O)Cc1cccs1
  i, i, i, -1, i, i, i, -11, 11, i, i
- CCn1c(-c2cc(-c3ccc(C)c(C)c3)nc3ccccc23)n[nH]c1=S
  i, i, ., ., i, i, ., 1, 7, i, i
- O=C(Nc1ccc(F)cc1)N1CCN(c2ccc(F)cc2)CC1
  i, i, i, 1, i, i, i, -5, -5, i, i
- CCN(CC)CC#Cc1ccc(C)cc1
  i, i, i, 7, i, i, i, -3, 5, i, i
- CC1(C)C(=O)Nc2ccccc2N1C(=O)c1ccc([N+](=O)[O-])cc1
  i, i, i, -3, i, i, i, -7, 3, i, i
- O=C(CN1c2ccccc2S(=O)(=O)c2ccccc21)NCc1ccc(F)cc1
  i, i, i, ., i, i, i, -6, 6, i, i
- Cc1occc1C(=O)N/N=C/c1ccc(N(C)C)cc1
  i, i, i, 44, i, i, i, -1, -2, i, i
- O=C(Nc1ccc(F)cc1F)N1CCC(c2nc3ccccc3o2)CC1
  i, i, i, 0, i, i, i, -10, 2, i, i
- COc1ccc(O)c(C(=O)c2cc(C#N)c(=O)n(-c3c(C)n(C)n(-c4ccccc4)c3=O)c2)c1
  i, i, i, -4, i, i, i, -11, 4, i, i
- COc1ccc(-c2nc(=S)n3ccsc3n2)cc1OC
  i, i, i, ., i, i, i, -4, 3, i, i
- O=C(O)c1ccc(-n2nnnc2SCc2cccc(Br)c2)cc1
  i, i, i, 0, i, i, i, -4, -3, i, i
- COc1ccc(/C=N/NC(=O)CSc2nnc(CCCc3ccc(OC)c(C)c3)o2)cc1
  i, i, i, -5, 100*, i, i, -16, -3, i, i
- COC(=O)CCc1c(C)[nH]c(C(=O)OCc2ccccc2)c1C
  i, i, i, -31, i, i, i, -7, 10, i, i
- Cc1cc(=O)oc2c3c(cc(OCC(=O)N[C@@H](Cc4ccccc4)C(=O)O)c12)OC(C)(C)CC3
  i, i, i, 17, i, i, i, -2, -66, i, i
- O=C(CSc1n[nH]c(=O)[nH]c1=O)Nc1cccc(S(=O)(=O)N2CCOCC2)c1
  i, i, i, -2, i, i, i, -10, 0, i, i
- COc1ccccc1CNCC(=O)Nc1cc(S(=O)(=O)N2CCCCCC2)ccc1Cl
  i, i, i, 0, i, i, i, -10, 0, i, i
- Cc1ccc(C)c(N2CCN(c3ccc(N4C(=O)COCC4=O)cc3[N+](=O)[O-])CC2)c1
  i, i, i, -1, i, i, i, -4, 9, i, i
- c1ccc(-c2nc(-c3ccco3)n3ccccc23)cc1
  i, i, i, 4, i, i, -9.7*, -12, -9, i, i
- Cc1cccc(/C=N/NC(=O)c2cc(C3CC3)nc3ccccc23)n1
  i, i, i, 10, i, i, i, -10, 0, i, i
- CCN(C(=O)CN1C(=O)c2ccccc2S1(=O)=O)C1CCCCC1
  i, i, i, -8, i, i, i, -17, -2, i, i
- CC(=O)c1cccc(NC(=O)COc2ccc3oc(=O)cc(C)c3c2)c1
  i, i, i, 4, i, i, i, -18, -1, i, i
- COCCNC(=O)c1cccc(OC2CCN(Cc3cccc(SC)c3)CC2)c1
  i, i, i, -2, i, i, i, -2, 11, i, i
- C/C(=C\C(=O)C(F)(F)F)Nc1ccc(C)cc1
  i, i, i, -2, i, i, i, 1, 6, i, i
- CC(=O)c1cccc(NC(=O)c2ccoc2C)c1
  i, i, i, 5, i, i, i, -3, 0, i, i
- Cc1[nH]nc2c1C(=O)CCC2
  i, i, i, -13, i, i, i, -11, 0, i, i
- Cc1sc2ncn(CC(=O)NCC(=O)N3CCN(c4ccccc4F)CC3)c(=O)c2c1C
  i, i, i, ., i, i, i, -11, 8, i, i
- COC(=O)C1=C(C(=O)OC)C2(OC1c1ccccc1C)C(=O)c1ccccc1C2=O (stereo not drawn)
  i, i, i, 3, i, i, i, 2, 1, i, i
- CC(C)CN(C(=O)COC(=O)Cc1ccc(Cl)cc1)c1c(N)n(Cc2ccccc2)c(=O)[nH]c1=O
  i, i, i, -5, i, i, i, -11, 2, i, i
- COc1cccc(C(=O)Nc2cccc(-c3ccc(N4CCOCC4)nn3)c2)c1
  i, i, i, 11, i, i, i, -3, 2, i, i
- CSc1nccc(NC(=O)c2ccc(C(C)(C)C)cc2)n1
  i, i, i, 21, i, 7*, -10*, -19, 8, i, i
- COc1ccccc1CNC(=O)c1cn(C)c2ccc(S(=O)(=O)N3CCCC3)cc2c1=O
  i, i, i, -4, i, i, i, -13, 3, i, i
- COc1ccc(Nc2nc(C)nc3sc4c(c23)CCC4)cc1O
  i, i, i, 7, i, i, i, -7, 3, i, i
- O=S(=O)(N/N=C/c1ccc2c(c1)OCO2)c1ccc(Br)cc1
  i, i, i, 4, i, i, i, -14, -4, i, i
- CCN1CCN(C(=O)Cn2c(=O)sc3ccccc32)CC1
  i, i, i, 4, i, i, i, 1, 2, i, i
- Nc1nc(-c2ccccc2Br)cs1
  i, i, i, 23, i, i, i, -6, -2, i, i
- O=c1c2ccccc2ncn1CCCCOc1ccc(Br)cc1
  i, i, i, -2, i, i, i, -7, 4, i, i
- Cc1ccc(OCCNC(=O)CCc2ccccc2)cc1C
  i, i, i, 0, i, i, i, -3, 4, i, i
- Cc1ccc(S(=O)(=O)NC(C)(C)C)cc1C(=O)OC(C)C(=O)NC1CC1 (stereo not drawn)
  i, i, i, 11, i, i, i, -11, 9, i, i
- O=C(NCc1ccco1)c1ccccc1NS(=O)(=O)c1ccc(Br)s1
  i, i, i, -4, 100*, i, i, -21, -1, i, i
- COc1ccc(CCN2C(=O)NC(NC(=O)C(C)(C)C)(C(F)(F)F)C2=O)cc1OC (stereo not drawn)
  i, i, i, -3, i, i, i, -6, -3, i, i
- O=C(O)c1ccccc1CSc1nnc2c(n1)[nH]c1ccccc12
  i, i, i, 5, i, i, i, -8, 7, i, i

(continued)
Values run as follows: KCNQ1 act, KCNK9 block, ANO1 activ, Dyrk1A ADPGlo, TMEM16A inh, KCNQ1 inh, KCNK3 inh, hERG rescue, HDAC3 inhib, TRPC4 potent, TRPC4 agonist
- Cc1ccc(NS(=O)(=O)c2ccc(NC(=O)CSc3ccc(Cl)cc3)cc2)c(C)c1
  i, i, i, -4, 25*, i, i, -4, ?, i, i
- CN(c1nc(-c2ccc(Br)cc2)cs1)C1CCS(=O)(=O)C1 (stereo not drawn)
  i, i, i, -1, i, i, i, -13, -2, i, i
- CC(C(=O)NCc1ccccc1)N1C(=O)CN(C)C(=O)c2ccccc21 (stereo not drawn)
  i, i, i, 10, i, i, i, -9, 0, i, i
- COc1cccc(CC2(CO)CCCN(Cc3cn[nH]c3-c3ccccc3)C2)c1 (stereo not drawn)
  i, i, i, 0, i, i, i, -6, -5, i, i
- Cn1c(=O)c(-c2ccccc2[N+](=O)[O-])c(Cl)c2ccccc21
  i, i, i, 15, i, i, i, -1, 0, i, i
- O=C(C1CCC(=O)N1Cc1ccccc1Cl)N1CCN(c2cccc(Cl)c2)CC1 (stereo not drawn)
  i, i, i, -4, i, i, i, -14, 0, i, i

An excerpt; rates above refer to the full screens.
